TNAP act hiacc: TNAP (human) activation, high acceptor; activation factor at 20 µM; 200,000 tested, under 10 active; purified TNAP, CDP-star luminescence, 1 M DEA, 30 min; hits give high values; 0 = EDTA background, 1 = DMSO-only activity;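 active means activation factor at least 2 at 20 µM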
Target sequence (P05186 whole entry, looked up): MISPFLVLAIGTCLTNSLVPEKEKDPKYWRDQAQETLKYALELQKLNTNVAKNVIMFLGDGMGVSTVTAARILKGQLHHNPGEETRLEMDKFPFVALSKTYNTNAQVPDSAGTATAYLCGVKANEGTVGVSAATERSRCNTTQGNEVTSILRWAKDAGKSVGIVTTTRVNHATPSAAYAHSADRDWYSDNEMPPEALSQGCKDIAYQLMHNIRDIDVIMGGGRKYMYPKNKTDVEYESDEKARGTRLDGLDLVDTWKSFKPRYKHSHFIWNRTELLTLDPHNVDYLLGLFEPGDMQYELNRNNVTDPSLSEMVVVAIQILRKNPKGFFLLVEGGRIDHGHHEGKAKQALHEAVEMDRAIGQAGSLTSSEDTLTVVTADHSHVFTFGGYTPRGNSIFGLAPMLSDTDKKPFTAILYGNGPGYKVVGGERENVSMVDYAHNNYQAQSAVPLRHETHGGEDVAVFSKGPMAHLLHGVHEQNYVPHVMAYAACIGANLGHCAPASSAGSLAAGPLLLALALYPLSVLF
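Test system – human TNAP · Doses – 20 µM single point · Incubation – 30 min, room temperature · Signal – luminescent substrate turnover signal · Read-out basis – activation factor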
TNAP inh no acc: inhibitors of human TNAP without phosphate acceptor; purified TNAP, CDP-star luminescence, 30 min; inhibition, % at 20 µM; P05186; 0.26% of 200,000 active;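 active means tissue-nonspecific alkaline phosphatase inhibition above about 50% at 20 µM in the single-dose screen, limit read from the data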;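 further: 0% = DMSO negative control and 100% = EDTA positive control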
Diaph inh CS: counter-screen for diaphorase-based assays: diaphorase inhibitors and chemical oxidizers. diaphorase resazurin-to-resorufin fluorescence, NADH, 16 min; bacterial (C. kluyveri) enzyme, not human. inhibition, % at 20 µM. 0.69% of 190,000 active;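 active means primary screen inhibition at 20 µM above a set limit, cut at about 50% in these data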;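 further: plate controls were DMSO with full reaction for no effect and wells lacking NADH for full effect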
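Assay system: diaphorase enzyme from Clostridium kluyveri; Input: enzyme working solution with 0.14 U/mL diaphorase; Timing: 16 min at room temperature; Technique: resorufin fluorescence, excitation 544 nm, emission 590 nm; Benchmarks: positive control minus NADH, DMSO neutral control.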
L major viab: Leishmania major promastigote growth inhibition | Leishmania major promastigotes, resazurin fluorescence viability | inhibition, % at 10 µM | 9% of 200,000 active | AID 1063; in the data active means inhibition above about 50%;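 further: promastigotes grown with compound for 44 hours at 28 °C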
TNAP inh hi DEA: TNAP (human) inhibition, high acceptor; purified TNAP, CDP-star luminescence, 1 M DEA; inhibition, % at 20 µM; 0.03% of 200,000 active; AID 1135;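 active means over 50% inhibition of tissue-nonspecific alkaline phosphatase at 20 µM in the single-dose screen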;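 further: plate controls were DMSO wells for no effect and EDTA-quenched wells as full inhibition for full effect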
PMI act satM6P: increases human PMI activity with near-saturating mannose 6-phosphate | P34949 | coupled PMI enzyme assay, resazurin fluorescence, 20 min; hits give high values; 1 = untreated enzyme, 0 = substrate-free blank | activation factor at 20 µM | 0.34% of 190,000 active;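 active means activation factor of 2 or more at 20 µM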
Target sequence (P34949 whole entry, looked up): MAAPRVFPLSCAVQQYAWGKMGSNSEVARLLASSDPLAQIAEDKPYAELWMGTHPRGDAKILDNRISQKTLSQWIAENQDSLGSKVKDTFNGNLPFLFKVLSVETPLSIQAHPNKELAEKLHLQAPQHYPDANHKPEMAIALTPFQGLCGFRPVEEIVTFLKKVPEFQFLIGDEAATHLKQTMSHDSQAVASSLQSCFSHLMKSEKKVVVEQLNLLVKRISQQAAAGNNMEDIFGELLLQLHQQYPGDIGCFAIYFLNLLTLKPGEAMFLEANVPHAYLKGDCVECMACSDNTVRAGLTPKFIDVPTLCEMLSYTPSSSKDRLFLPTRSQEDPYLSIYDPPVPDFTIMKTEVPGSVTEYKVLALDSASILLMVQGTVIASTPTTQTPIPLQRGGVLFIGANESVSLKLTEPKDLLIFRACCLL
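assay system = human phosphomannose isomerase with PGI, G6PDH, diaphorase coupling enzymes | quantity = 15 ng/mL PMI | incubation = enzyme reaction with compound 20 min at room temperature | medium = HEPES pH 7.4 buffer with MgCl2 and Tween-20 | compound dosing = one concentration, 20 µM, in 1% DMSO | measured by = Diaphorase-driven resazurin-to-resorufin fluorescence, excitation 544, emission 590 nm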
Diaph act CS: counter-screen for diaphorase-based assays: diaphorase activators and chemical reducers; 0.005% of 190,000 active; activation factor at 20 µM; Diaphorase/resazurin coupled assay, resorufin fluorescence, 16 min; hits give high values; 1 = vehicle wells, 0 = NADH-free wells;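 active means diaphorase activity raised at least twofold by the compound at 20 µM; inactive means activation factor below 2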
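Measured by – red resorufin fluorescence at 544/590 nm excitation/emission · Test system – Clostridium kluyveri diaphorase, purified enzyme · Incubation – reaction time 16 min, room temperature · Buffer or medium – 50 mM HEPES pH 7.4 with 4.542 mM MgCl2, 0.005% Tween 20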
bIAP inh: intestinal alkaline phosphatase (bovine) inhibition. purified bovine IAP, CDP-star luminescence, 30 min. inhibition, % at 20 µM. 190,000 tested, under 10 active. AID 1019;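 active means over 50% inhibition of intestinal alkaline phosphatase at 20 µM in the single-dose screen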
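Assay system: bovine IAP enzyme; medium: DEA buffer 100 mM, pH 9.8, with MgCl2 1.0 mM, ZnCl2 0.02 mM; doses: 20 µM single dose; incubation: enzyme reaction for 30 min at room temperature; detection: CDP-star luminescence signal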
bIAP activator: intestinal alkaline phosphatase (bovine) activation | activation factor at 20 µM | purified bovine IAP, CDP-star luminescence, 30 min; hits give high values; fold of DMSO-control signal, blank-subtracted | 0.17% of 200,000 active;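 active means activation factor of 2 or more at 20 µM, a signal rise over negative controls twice the positive control's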
PMI act: activators of human phosphomannose isomerase | P34949 | purified human PMI, coupled resazurin fluorescence, 20 min; hits give high values; 1 = vehicle control, 0 substrate-free wells | activation factor at 20 µM | 0.005% of 190,000 active;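 active means activation factor of 2 or more at 20 µM, relative to plate controls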
The depositor's hits bear a star. Rows are unselected. About 10% of those tested had a hit in this group.

Screening C/C=C/C=[N+](\[O-])C(C)/C(=N/O)c1ccc(F)cc1 (centres undefined) returned TNAP act hiacc 1, TNAP inh no acc -7, Diaph inh CS 16, L major viab -5, TNAP inh hi DEA -4, PMI act satM6P 0.8, Diaph act CS 0.8, bIAP inh 12, bIAP activator 0.9 and PMI act 0.9.
Screening CC(=O)c1c(C)[nH]c(C(=O)OCC(=O)Nc2ccccc2Cl)c1C returned TNAP act hiacc 1, TNAP inh no acc -8, Diaph inh CS 6, L major viab 6, TNAP inh hi DEA -3, PMI act satM6P 1.1, Diaph act CS 0.9, bIAP inh 0, bIAP activator 1 and PMI act 1.
For Cc1ccc(-c2cn3cccnc3n2)cc1NC(=O)c1ccc(Br)o1 the results were TNAP act hiacc 1, TNAP inh no acc -11, Diaph inh CS -1, L major viab 39, TNAP inh hi DEA -3, PMI act satM6P 1.1, Diaph act CS 1, bIAP inh 8, bIAP activator 0.9 and PMI act 1.1.
`CCC(C)C(NC(=O)OC(C)(C)C)C(=O)NC(CC(C)C)C(N)=O` (centres undefined) gave TNAP act hiacc 1, TNAP inh no acc -8, Diaph inh CS 0, L major viab -5, TNAP inh hi DEA -1, PMI act satM6P 0.9, Diaph act CS 1, bIAP inh 1, bIAP activator 1 and PMI act 1.
For C=CCOc1ccccc1CNCCc1ccc(S(N)(=O)=O)cc1 the results were TNAP act hiacc 1, TNAP inh no acc 2, Diaph inh CS 6, L major viab 15, TNAP inh hi DEA 3, PMI act satM6P 1.2, Diaph act CS 0.9, bIAP inh 15, bIAP activator 0.8 and PMI act 1.2.
CN(C)Cc1ccc(O)c(CCc2ccccc2)n1 was read as TNAP act hiacc 1, TNAP inh no acc -9, Diaph inh CS 18, L major viab 1, TNAP inh hi DEA -5, PMI act satM6P 1.2, Diaph act CS 0.8, bIAP inh 6, bIAP activator 0.9 and PMI act 1.2.
`COc1ccc(CCC(=O)Nc2sccc2C#N)cc1` gave TNAP act hiacc 1, TNAP inh no acc 1, Diaph inh CS 16, L major viab -7, TNAP inh hi DEA -4, PMI act satM6P 0.9, Diaph act CS 0.8, bIAP inh -6, bIAP activator 1.1 and PMI act 1.1.
O=S(=O)(NCC1CCCO1)c1cc(Cl)ccc1Cl (centres undefined) was read as TNAP act hiacc 1, TNAP inh no acc -12, Diaph inh CS 8, L major viab -4, TNAP inh hi DEA 2, PMI act satM6P 1, Diaph act CS 0.9, bIAP inh 15, bIAP activator 0.9 and PMI act 1.
`C=CCOc1c(Cl)cc(CNCCC)cc1Cl` gave TNAP act hiacc 1, TNAP inh no acc 8, Diaph inh CS 9, L major viab 12, TNAP inh hi DEA -1, PMI act satM6P 1, Diaph act CS 0.9, bIAP inh 8, bIAP activator 0.9 and PMI act 1.
For N#C[C@@H]1[C@@H]2C(=O)N(c3ccc4c(c3)OCCO4)C(=O)[C@@H]2C2c3ccccc3C=CN21 (some centres undefined) the results were TNAP act hiacc 1, TNAP inh no acc -8, Diaph inh CS 22, L major viab 14, TNAP inh hi DEA 0, PMI act satM6P 1.3, Diaph act CS 0.8, bIAP inh 11, bIAP activator 0.9 and PMI act 1.3.
`COc1cc(NC(=O)c2cc3nc(C4CC4)cc(C(F)(F)F)n3n2)c(OC)cc1Cl` gave TNAP act hiacc 1, TNAP inh no acc 6, Diaph inh CS 20, L major viab 6, TNAP inh hi DEA -4, PMI act satM6P 0.9, Diaph act CS 0.8, bIAP inh -6, bIAP activator 1.1 and PMI act 1.
For CN1CCN(S(=O)(=O)c2ccc(NC(=O)Cc3cccs3)cc2)CC1 the results were TNAP act hiacc 1, TNAP inh no acc -11, Diaph inh CS 23, L major viab 5, TNAP inh hi DEA -4, PMI act satM6P 0.9, Diaph act CS 0.8, bIAP inh -1, bIAP activator 1 and PMI act 0.8.
For CC(C)COP(=O)(c1ccc(N(C)C)cc1)C(O)c1ccccc1F (centres undefined) the results were TNAP act hiacc 1.1, TNAP inh no acc -6, Diaph inh CS 1, L major viab -3, TNAP inh hi DEA -9, PMI act satM6P 1.1, Diaph act CS 1, bIAP inh -2, bIAP activator 1 and PMI act 1.1.
Screening CCCn1c(NC(=O)C2COc3ccccc3O2)nc2ccccc21 (centres undefined) returned TNAP act hiacc 1.1, TNAP inh no acc -10, Diaph inh CS 14, L major viab 9, TNAP inh hi DEA -9, PMI act satM6P 0.9, Diaph act CS 0.9, bIAP inh 10, bIAP activator 0.9 and PMI act 0.9.
`NC(=O)CSc1nccn1Cc1ccccc1` gave TNAP act hiacc 1, TNAP inh no acc -8, Diaph inh CS -6, L major viab 2, TNAP inh hi DEA -4, PMI act satM6P 1.1, Diaph act CS 1.1, bIAP inh 29, bIAP activator 0.7 and PMI act 1.1.

Reprinted from the part before: 2 entries; new compounds follow.
Screening CCCn1c(NC(=O)C2COc3ccccc3O2)nc2ccccc21 (centres undefined) returned TNAP act hiacc 1.1, TNAP inh no acc -10, Diaph inh CS 14, L major viab 9, TNAP inh hi DEA -9, PMI act satM6P 0.9, Diaph act CS 0.9, bIAP inh 10, bIAP activator 0.9 and PMI act 0.9.
`NC(=O)CSc1nccn1Cc1ccccc1` gave TNAP act hiacc 1, TNAP inh no acc -8, Diaph inh CS -6, L major viab 2, TNAP inh hi DEA -4, PMI act satM6P 1.1, Diaph act CS 1.1, bIAP inh 29, bIAP activator 0.7 and PMI act 1.1.
`COc1ccc(C2C(C(N)=O)=C(C)Nc3nc(-c4ccccc4)nn32)cc1OC` (centres undefined) gave TNAP act hiacc 1.1, TNAP inh no acc -13, Diaph inh CS 10, L major viab -10, TNAP inh hi DEA -7, PMI act satM6P 0.9, Diaph act CS 0.9, bIAP inh 4, bIAP activator 1 and PMI act 1.
Cc1c(C(=O)N2CCN(c3ccccn3)CC2)oc2ccccc12 was read as TNAP act hiacc 1, TNAP inh no acc -4, Diaph inh CS 7, L major viab 3, TNAP inh hi DEA 2, PMI act satM6P 1, Diaph act CS 0.9, bIAP inh -12, bIAP activator 1.1 and PMI act 0.9.
COc1ccc(CCNC(=O)CN(c2ccccc2OC)S(C)(=O)=O)cc1OC was read as TNAP act hiacc 1.1, TNAP inh no acc -14, Diaph inh CS 19, L major viab -5, TNAP inh hi DEA -6, PMI act satM6P 1.1, Diaph act CS 0.8, bIAP inh 11, bIAP activator 0.9 and PMI act 1.
`COc1ccc(/C=N/NC(=O)c2ccncc2)cc1CSc1nc2ccccc2s1` gave TNAP act hiacc 1, TNAP inh no acc -35, Diaph inh CS -2, L major viab 19, TNAP inh hi DEA -4, PMI act satM6P 1.1, Diaph act CS 1, bIAP inh -5, bIAP activator 1.1 and PMI act 1.
Screening Cc1cc(-c2nn(-c3ccccc3F)cc2CN2CCCC(O)C2)c(C)s1 (centres undefined) returned TNAP act hiacc 1.1, TNAP inh no acc -8, Diaph inh CS -8, L major viab 9, TNAP inh hi DEA -9, PMI act satM6P 1.1, Diaph act CS 1.1, bIAP inh -9, bIAP activator 1.1 and PMI act 1.
CCOC(=O)c1cc(CC)sc1NC(=O)c1ccc(N2CCOCC2)c([N+](=O)[O-])c1 was read as TNAP act hiacc 1, TNAP inh no acc -2, Diaph inh CS 6, L major viab -4, TNAP inh hi DEA -4, PMI act satM6P 1, Diaph act CS 0.9, bIAP inh 6, bIAP activator 0.9 and PMI act 1.
O=C(Cn1cc([N+](=O)[O-])cn1)N1CCc2ccccc2C1 was read as TNAP act hiacc 1.1, TNAP inh no acc -14, Diaph inh CS 13, L major viab -4, TNAP inh hi DEA -6, PMI act satM6P 1.1, Diaph act CS 0.9, bIAP inh 4, bIAP activator 1 and PMI act 1.1.
For Cc1ccsc1CN1CCC(C(=O)NCc2ccccc2Cl)CC1 the results were TNAP act hiacc 1.1, TNAP inh no acc -4, Diaph inh CS -12, L major viab 92*, TNAP inh hi DEA -6, PMI act satM6P 1.2, Diaph act CS 1.1, bIAP inh 2, bIAP activator 1 and PMI act 1.1.
`COc1ccc(/C=N/N2CCOCC2)cc1O` gave TNAP act hiacc 1, TNAP inh no acc -15, Diaph inh CS 10, L major viab -2, TNAP inh hi DEA 0, PMI act satM6P 1, Diaph act CS 0.9, bIAP inh 2, bIAP activator 1 and PMI act 1.
COC(CNC(=O)c1ccc2nc(-c3cccs3)c(-c3cccs3)nc2c1)OC was read as TNAP act hiacc 1, TNAP inh no acc -1, Diaph inh CS 28, L major viab 7, TNAP inh hi DEA 4, PMI act satM6P 1.6, Diaph act CS 0.7, bIAP inh 34, bIAP activator 0.7 and PMI act 1.3.
CN(C)S(=O)(=O)c1ccc(Cl)c(NC(=O)COC(=O)[C@@H]2CCCN2C(=O)c2cccs2)c1 was read as TNAP act hiacc 1, TNAP inh no acc -4, Diaph inh CS 0, L major viab 0, TNAP inh hi DEA -1, PMI act satM6P 0.9, Diaph act CS 1, bIAP inh -25, bIAP activator 1.3 and PMI act 0.9.
For COc1ccc(NC(=O)CN2CCN(CC(=O)Nc3cc(OC)cc(OC)c3)CC2)cc1 the results were TNAP act hiacc 1, TNAP inh no acc -5, Diaph inh CS 18, TNAP inh hi DEA -2, PMI act satM6P 1.2, Diaph act CS 0.8, bIAP inh -10, bIAP activator 1.1 and PMI act 1.
Screening Cn1c(SCC(=O)NC2CC2)nnc1C(F)(F)F returned TNAP act hiacc 1, TNAP inh no acc -7, Diaph inh CS 10, L major viab -4, TNAP inh hi DEA 4, PMI act satM6P 0.9, Diaph act CS 0.9, bIAP inh 6, bIAP activator 0.9 and PMI act 0.9.
O=C(O)Cn1c2ccccc2c2ccccc21 was read as TNAP act hiacc 1.1, TNAP inh no acc -17, Diaph inh CS 23, L major viab -12, TNAP inh hi DEA -7, PMI act satM6P 1, Diaph act CS 0.8, bIAP inh -6, bIAP activator 1.1 and PMI act 1.
Screening Cc1cc(C)nc(NC(=O)c2c(C(=O)O)noc2C)n1 returned TNAP act hiacc 1, TNAP inh no acc -13, Diaph inh CS 4, L major viab -3, TNAP inh hi DEA -4, PMI act satM6P 1.1, Diaph act CS 1, bIAP inh -7, bIAP activator 1.1 and PMI act 1.2.
CS(=O)(=O)Nc1ccc(-c2n[nH]c(=S)n2-c2ccccc2)cc1 was read as TNAP act hiacc 1, TNAP inh no acc 11, Diaph inh CS 11, L major viab -6, TNAP inh hi DEA -2, PMI act satM6P 1.1, Diaph act CS 0.9, bIAP inh -5, bIAP activator 1 and PMI act 1.
For O=C1C2(c3ccccc3)CN(CCCO)CC1(c1ccccc1)CN(CCCO)C2 the results were TNAP act hiacc 1, TNAP inh no acc 1, Diaph inh CS 10, L major viab -9, TNAP inh hi DEA 0, PMI act satM6P 1, Diaph act CS 0.9, bIAP inh -1, bIAP activator 1 and PMI act 0.9.
